Compound activity (PubChem)
MPTP block: permeability transition pore inhibition; isolated mouse mitochondria, Ca2+ swelling absorbance, 30 min; inhibition, % at 10 µM; 1.4% of 360,000 active; AID 602449;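 active = inhibition of 50% or more, scaled per plate between neutral and stimulator controls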;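 note: 0% = DMSO wells given calcium and 100% = 1 mM EGTA wells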
GRIN3A LBD mod: modulates the human NR3A ligand-binding domain. 2.5% of 340,000 active. Tm shift relative to glycine control, % at 25 µM. AID 1259313. NR3A LBD differential scanning fluorimetry, Tm shift; 0% = protein alone, 100% = glycine-bound protein;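 active = melting temperature shift of at least 10% of the positive control shift, at one fixed dose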
SENP1 inh: inhibitors of human SENP1 SUMO protease catalytic domain. Q9P0U3. 0.21% of 360,000 active. AID 624204. inhibition, % at 10 µM. recombinant SENP1 catalytic domain, CyPet-SUMO1-YPet FRET cleavage;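 active = inhibition at least 30% at 10 µM, raw YFP signal under a set limit, fluorescence ratio 0.5 to 1.5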;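 note: 0% = enzyme with DMSO and 100% = no enzyme wells; some results filed as inactive read as strong as hits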
Target sequence (Q9P0U3 419-644 limits assumed): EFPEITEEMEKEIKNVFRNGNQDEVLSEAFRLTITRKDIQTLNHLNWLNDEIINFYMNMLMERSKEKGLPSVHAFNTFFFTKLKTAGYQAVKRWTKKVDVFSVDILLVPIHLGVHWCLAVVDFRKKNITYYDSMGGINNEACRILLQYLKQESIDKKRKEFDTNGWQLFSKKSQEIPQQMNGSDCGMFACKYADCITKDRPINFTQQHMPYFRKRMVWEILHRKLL
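Controls: no-enzyme wells low, DMSO-plus-enzyme wells high control. Test system: human recombinant His6-tagged SENP1 catalytic domain enzyme. Reagent: SFCypet-SUMO1-SFYpet FRET protein substrate, 25 nM final. Doses: one dose per compound, 10 µM, 0.5% DMSO. Detection: FRET, CFP and YFP emission. Timing: 50 min reaction at room temperature.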
hIAP activ: increases human intestinal alkaline phosphatase activity | activation factor at 10 µM | purified human IAP, CDP-Star luminescence, 30 min; active compounds read high; 1 = vehicle-only enzyme, 0 = enzyme-free background | P09923 | 0.16% of 330,000 active;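 active = activation factor of the enzyme at least 2-fold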; note: the source names both 10 and 20 µM as test concentration; values of inactives mirror those of a sister screen read the other way
ATG4B inhibitor: inhibitors of human ATG4B cysteine protease; Q9Y4P1; 0.51% of 340,000 active; inhibition, % at 8.33 µM; ATG4B cleavage of LC3-PLA2, NBD-HPC fluorescence, 1 h; in the data active = inhibition above about 40%
SENP8 inh: blocks human SENP8 cleavage of Nedd8 substrate; Q96LD8; AID 602440; 0.64% of 360,000 active; inhibition, % at 20 µM; recombinant SENP8, Nedd8 substrate fluorescence; in the data active = inhibition mostly above about 40%, no sharp cut-off; inactive = mostly below about 27%
Target sequence (Q96LD8 whole entry, looked up): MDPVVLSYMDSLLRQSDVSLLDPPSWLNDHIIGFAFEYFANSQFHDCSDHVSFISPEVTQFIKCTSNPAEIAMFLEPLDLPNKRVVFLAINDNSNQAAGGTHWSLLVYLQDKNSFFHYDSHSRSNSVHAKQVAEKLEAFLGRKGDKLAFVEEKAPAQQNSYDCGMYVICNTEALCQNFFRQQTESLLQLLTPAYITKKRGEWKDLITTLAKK
PfG6PD inh: PfG6PD (Plasmodium falciparum) enzyme inhibition; 0.78% of 350,000 active; AID 504690; PfGluPho enzyme, NADPH resazurin-diaphorase fluorescence; inhibition, % at 20 µM;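 active = inhibition reaching at least a set limit at 20 µM in the primary screen, cut at about 59% in these data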;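 note: 0% = DMSO wells with substrate and 100% = DMSO wells lacking glucose-6-phosphate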
SENP6 inh: blocks the human protease SENP6 | inhibition, % at 10 µM | Recombinant SENP6 catalytic domain, aminoluciferin luminescence | AID 2599 | Q9GZR1 | 1.8% of 330,000 active;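 active = inhibition above about 50% at the single tested dose, limit read from the data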;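 note: plate controls were DMSO wells with enzyme for no effect and DMSO wells lacking enzyme for full effect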
Target sequence (Q9GZR1 628-1112 limits assumed): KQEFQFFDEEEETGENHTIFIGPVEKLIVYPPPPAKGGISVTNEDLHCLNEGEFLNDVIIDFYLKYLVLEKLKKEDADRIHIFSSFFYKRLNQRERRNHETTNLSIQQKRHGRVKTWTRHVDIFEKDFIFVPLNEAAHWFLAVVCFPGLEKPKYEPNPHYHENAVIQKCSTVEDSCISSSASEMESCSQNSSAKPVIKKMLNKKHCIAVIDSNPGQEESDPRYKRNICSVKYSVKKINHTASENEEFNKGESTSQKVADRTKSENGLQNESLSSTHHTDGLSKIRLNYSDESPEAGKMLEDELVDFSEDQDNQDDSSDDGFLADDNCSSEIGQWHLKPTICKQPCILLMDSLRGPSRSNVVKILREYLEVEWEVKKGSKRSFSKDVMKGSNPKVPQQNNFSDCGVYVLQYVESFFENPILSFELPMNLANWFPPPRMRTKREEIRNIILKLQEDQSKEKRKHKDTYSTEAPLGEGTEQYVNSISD
The depositor's hits bear a star; . = not tested or not shown. Only part of the results is shown; rates above refer to the full screens.

SMILES | MPTP block | GRIN3A LBD mod | SENP1 inh | hIAP activ | ATG4B inhibitor | SENP8 inh | PfG6PD inh | SENP6 inh
O=C(CNC(=O)c1cccc(Cl)c1)Nc1ccc(Br)cc1C(=O)c1ccccc1 | 20 | -6 | 0 | 0.91 | 14 | 9 | 11 | 1
FC(F)(F)c1ccc(NC2=NCCCS2)cc1 | 0.8 | 3 | -1 | 1 | 8 | 0 | -9 | 3
CC(=O)c1ccc(OC(C)C)c(Cc2c(O)[nH]c(=S)[nH]c2=O)c1 | 0.9 | 2 | 2 | 0.97 | -7 | 9 | -9 | 3
NCCc1c(Cc2ccccc2)[nH]c2ccccc12 | -1.0 | 2 | -42 | 1 | 1 | 3 | 5 | -14
CCN(CC)S(=O)(=O)c1ccc(N=Cc2c(O)n(-c3ccccc3)c(=O)[nH]c2=O)cc1 | 0.2 | 1 | -2 | 1 | 5 | -232 | -11 | -22
Oc1ccccc1/C=N/NP(=S)(c1ccccc1)c1ccccc1 | -2.1 | 4 | -1 | 0.92 | 2 | 12 | -11 | -19
Cc1cccc(N2CCN(Cc3ccc4c(c3)OCO4)CC2)c1C | 0.3 | -1 | 2 | 1.1 | 15 | 12 | -8 | 5
COC(=O)C1=C(c2ccc(S(C)(=O)=O)cc2)C[C@@H]2CC[C@H]1N2C(=O)NCc1ccc(F)cc1 | -1.6 | 3 | -1 | 0.88 | 1 | 22 | 7 | -10
O=C(c1ccc2c(c1)ncn2C1CCCCCC1)N1CCC2(CC1)OCCO2 | 0.3 | 0 | 1 | 1.1 | -14 | 21 | -5 | -3
CC1OC(OC2C=C3CCC4C(CCC5(C)C(c6ccc(=O)oc6)CCC45O)C3(C)CC2)C(O)C(OC2OC(CO)C(O)C(O)C2O)C1O (configuration not stated) | -0.8 | -2 | 1 | . | 2 | 21 | -4 | .
CCOc1ccc(-n2c(-c3ccoc3)nc3ccccc3c2=O)cc1 | -0.9 | 1 | 0 | 1 | 12 | 19 | 4 | -16
O=C(CCC(=O)N1C[C@H]2C[C@@H](C1)c1cccc(=O)n1C2)NCc1ccccc1C(F)(F)F | -2.7 | -1 | 0 | 0.93 | 0 | 3 | -6 | 6
COc1ccc(CN2CCCC(C(=O)c3sccc3C)C2)cc1O (configuration not stated) | 0.4 | 0 | 0 | 0.91 | -12 | 4 | 16 | -23
CN1CCN(Cc2nc3ccccc3n2C)CC1 | 1.0 | -2 | -4 | 1 | -10 | 1 | -9 | -9
COC(=O)C1=C(c2ccc(F)cc2F)C[C@@H]2CC[C@H]1N2C(=O)NCCOc1ccc(OC)cc1 | 0.4 | 2 | 3 | 1.1 | 2 | 20 | -4 | -5
CN(C)CCN=Cc1c(O)n(-c2cccc(C(F)(F)F)c2)c(=O)[nH]c1=O | -0.9 | 1 | -2 | 0.97 | -4 | 17 | -5 | 2
CCCOC(=O)c1ccc(-[n+]2c(-c3ccccc3)cc(-c3ccccc3)cc2-c2ccccc2)cc1 | 26 | -7 | 3 | 0.97 | 31 | -310 | -2 | -9
COc1cc(CNCCc2c[nH]c3ccccc23)cc(OC)c1OC | 0.1 | . | 0 | . | . | 12 | 2 | .
CC(C(=O)c1c[nH]c2ccccc12)N1CCN(C(=O)c2ccco2)CC1 (configuration not stated) | 2.1 | -1 | -5 | 0.97 | -6 | 9 | 3 | -2
C[N+]12CN3CN(CN(C3)C1)C2 | -0.9 | 1 | 2 | 0.91 | -9 | 12 | -5 | -2
CCC(=NCCc1c[nH]c2ccccc12)c1c(O)n(C)c(=O)n(C)c1=O | 70* | 2 | -1 | 0.81 | 6 | 11 | 15 | -26
Cc1ccc(S(=O)(=O)N2CC3CC(C2)c2cccc(=O)n2C3)cc1 (configuration not stated) | -0.3 | 0 | 2 | 1 | -5 | 5 | 3 | -4
Cc1cc(-c2ccccc2)cc(-c2ccccc2)[n+]1CCc1ccccc1 | 1.1 | -5 | 2 | 0.89 | 0 | -34 | -10 | -7
COC(=O)C(O)(c1ccc(NC(=O)Oc2ccccc2)cc1)C(F)(F)F (configuration not stated) | 0.6 | -7 | 0 | 0.91 | 0 | 14 | 34 | -12
Cc1ccsc1C(=O)C1CCCN(Cc2ccc(O)cc2)C1 (configuration not stated) | 0.1 | -2 | 0 | 1.1 | 11 | -6 | 6 | -6

Profiles, looked up by structure.
`CCC(=NCCc1c[nH]c2ccccc12)c1c(O)n(C)c(=O)n(C)c1=O` in the list: MPTP block: 70*; GRIN3A LBD mod: 2; SENP1 inh: -1; hIAP activ: 0.81; ATG4B inhibitor: 6; SENP8 inh: 11; PfG6PD inh: 15; SENP6 inh: -26
`CCN(CC)S(=O)(=O)c1ccc(N=Cc2c(O)n(-c3ccccc3)c(=O)[nH]c2=O)cc1` in the list: MPTP block: 0.2; GRIN3A LBD mod: 1; SENP1 inh: -2; hIAP activ: 1; ATG4B inhibitor: 5; SENP8 inh: -232; PfG6PD inh: -11; SENP6 inh: -22

More entries.
SMILES | MPTP block | GRIN3A LBD mod | SENP1 inh | hIAP activ | ATG4B inhibitor | SENP8 inh | PfG6PD inh | SENP6 inh
OC(Cn1c2ccccc2c2ccccc21)C[n+]1ccccc1 (configuration not stated) | -2.0 | 4 | 1 | 0.98 | -4 | 8 | -8 | 7
C[C@]12CCC(=O)C=C1CCC1C2CC[C@@]2(C)C1CC[C@@]2(O)CC#N (some centres not stated) | 0.3 | -12 | -1 | 1.2 | 0 | 3 | -7 | 1
CC(=O)C1=C(C)OC(N)=C(C(=O)OC(C)C)C12C(=O)Nc1ccccc12 (configuration not stated) | -1.4 | 4 | 1 | 0.94 | -3 | 9 | -9 | -15
COc1ccccc1OCC#CCN1CCCC1 | -5.8 | -1 | 1 | 1 | -3 | -4 | 4 | 5
CC1CC(OC(=O)c2ccccc2)(c2ccccc2)C(C)CN1C (configuration not stated) | -0.5 | 1 | -1 | 0.95 | -1 | 17 | -10 | -15
O=C1NC(=O)C(=Cc2ccc(SC3CCCCC3)o2)C(=O)N1 | 27 | -1 | 2 | 1.1 | 23 | 10 | 42 | 6
CC(C(=O)c1c[nH]c2ccccc12)N1CCSCC1 (configuration not stated) | -0.7 | 1 | 1 | 1.1 | -6 | 6 | 5 | -16
C=CCN(CC=C)Cc1c[nH]c2ccccc12 | . | -2 | . | 0.94 | 4 | . | 6 | -47
Cc1ccc(S(=O)(=O)NCCC(=O)Nc2ccc(Cl)cc2C(=O)c2ccccc2)cc1 | 2.6 | -3 | 2 | 0.98 | 16 | 18 | 25 | 0
Cc1ccnc(-n2c(C)cc(/C=C3\C(=O)NC(=S)N(C)C3=O)c2C)c1 | 6.4 | -4 | 3 | 0.9 | -8 | 7 | 27 | -26
C[C@]12CCC3C(CC[C@H]4C[C@@H](O)CC[C@]34C)C1CC[C@@H]2OC(=O)[C@H](N)CCCCN (some centres not stated) | 0.1 | -2 | 1 | 1 | 3 | 23 | 1 | -15
O=c1[nH]c(=O)n(CCc2ccc(F)cc2)c(O)c1/C=N/N1CCCCC1 | 1.6 | 2 | 2 | 0.77 | -3 | 18 | 1 | -11
Cc1ccccc1NP(=O)(Oc1ccccc1F)Oc1ccccc1F | -0.8 | 11* | 5 | 0.96 | 3 | 18 | -13 | -21
c1ccc(-c2ccc(-c3n(-c4ccccn4)c4ccccc4[n+]3-c3ccccn3)cc2)cc1 | 2.4 | 1 | -1 | . | -2 | -396 | 22 | .
CSc1nc2ccc(C)cc2c(=O)n1-c1cccnc1 | 0.8 | -3 | 2 | 1.1 | -6 | 15 | 4 | -3
O=C1NC(=O)N(c2ccc3c(c2)OCO3)C(=O)/C1=C\c1ccc(-c2ccccc2C(=O)O)o1 | 9.4 | 3 | -4 | 0.9 | -3 | -63 | 45 | -2
CCN1CCN(Cc2ccc(C)cc2)CC1 | 0.6 | 1 | 3 | 0.99 | -2 | 20 | -17 | -6
Cc1ccc2cccc(OC(=O)N(C)c3ccccc3)c2n1 | 1.3 | 1 | 0 | 1 | -9 | 22 | -7 | -4
C=C1[C@H]2CC[C@H]3[C@]4(C)C[C@H](O[C@@H]5OC(CO)[C@@H](OSOOO)[C@H](OS(=O)(=O)O)[C@H]5OC(=O)CC(C)C)C[C@@H](C(=O)O)[C@H]4CC[C@]3(C2)[C@H]1O (some centres not stated) | -5.8 | 1 | 1 | 0.83 | -13 | 18 | -2 | -9
C=C1C(=O)OC2C1CCC(C)C1(O)C=CC(=O)C21C (configuration not stated) | -1.6 | -4 | 1 | . | -10 | 18 | -2 | .
O=C(NCC1=C(c2cccc3ccccc23)C[C@@H]2CC[C@H]1N2Cc1ccco1)c1cccnc1 | -1.9 | . | -3 | . | . | -15 | 13 | .
COC(=O)C1=C(c2ccc(F)cc2OCc2ccccc2)C[C@@H]2CC[C@H]1N2C(=O)NCc1ccccc1C(F)(F)F | 1.1 | -1 | -1 | 0.89 | 19 | 12 | 5 | -2
Brc1ccc(Oc2ccc(Br)cc2Br)c(Br)c1 | 1.6 | -1 | 1 | 0.95 | -1 | -3 | 23 | -19
Cn1cccc1CN1CCN(C(=O)COc2ccccc2)CC1 | 14 | 0 | -2 | 0.94 | 6 | 14 | 6 | -8
CN(C)C1(CNC(=O)c2ccc(NS(=O)(=O)c3ccc(Cl)c(Cl)c3)cc2)CCCCC1 | -0.3 | 3 | 3 | 1.2 | -29 | 12 | -11 | -1
(more compounds)
SMILES | MPTP block | GRIN3A LBD mod | SENP1 inh | hIAP activ | ATG4B inhibitor | SENP8 inh | PfG6PD inh | SENP6 inh
COc1ccc(CC(C)NCCc2ccc(OC)c(OC)c2)cc1 (configuration not stated) | 0.6 | -1 | 1 | 1 | -7 | 20 | 1 | 8
COc1cc2c(c(OC)c1O)-c1ccc(OC)c(=O)cc1C(NC(=O)C(F)(F)F)CC2 (configuration not stated) | -0.3 | 0 | -1 | . | 4 | 19 | -1 | .
O=C1NC(=O)N(Cc2ccc(F)cc2)C(=O)/C1=C\c1ccoc1 | -1.8 | 2 | -31 | 1.1 | 0 | -128 | 31 | -9
COc1cc(CC(C)N)c(OC)cc1I (configuration not stated) | 1.2 | -2 | 0 | 1.1 | -2 | 4 | 2 | 2
c1cncc(CNCCc2ccc3c(c2)OCO3)c1 | -1.7 | -1 | -2 | 1 | 5 | 12 | 7 | -5
CCC1(CC)C(=O)NC(=Nc2cccc(C(F)(F)F)c2)NC1=O | 13 | 0 | -3 | 1 | 10 | 8 | -8 | -4
BrCC(Br)C1CCC(Br)C(Br)C1 (configuration not stated) | 1.1 | -1 | -1 | 1.1 | 4 | -1 | -17 | 6
Cc1ccn2nc(S(=O)(=O)Nc3c(F)cccc3F)nc2n1 | -0.6 | -1 | -4 | 0.96 | -4 | 10 | 9 | 12
O=C1NC(=S)NC(=O)C1=Cc1cccc2cc3ccccc3cc12 | 0.9 | 3 | -3 | . | 1 | -6 | 25 | .
O=c1c(C=NCCN2CCNCC2)c(O)n(C2CCCCC2)c(=O)n1C1CCCCC1 | 1.6 | -2 | -6 | 0.99 | 0 | 15 | 13 | -18
CCCCCCn1c(N)c(C(=O)NCCN2CCOCC2)c2nc3ccccc3nc21 | 0.9 | -4 | -25 | 1.2 | -17 | -432 | 32 | 36
CN(C)c1ccc2c(c1)N=C(c1ccco1)OP2(=S)N1CCOCC1 (configuration not stated) | -1.0 | 1 | 3 | 1 | 3 | 2 | 52 | 10
CCC(=O)N1N=C2C3CCN(CC3)C2C1c1ccc(C)cc1 (configuration not stated) | -0.5 | -4 | 2 | 0.95 | -11 | 11 | -19 | 3

Results in SENP8 inh, PfG6PD inh and GRIN3A LBD mod (3 entries from above):
| SMILES | SENP8 inh | PfG6PD inh | GRIN3A LBD mod |
| --- | --- | --- | --- |
| C=C1C(=O)OC2C1CCC(C)C1(O)C=CC(=O)C21C (configuration not stated) | 18 | -2 | -4 |
| O=C(NCC1=C(c2cccc3ccccc23)C[C@@H]2CC[C@H]1N2Cc1ccco1)c1cccnc1 | -15 | 13 | . |
| COC(=O)C1=C(c2ccc(F)cc2OCc2ccccc2)C[C@@H]2CC[C@H]1N2C(=O)NCc1ccccc1C(F)(F)F | 12 | 5 | -1 |
